Screens as filed in PubChem BioAssay.
FLuc modulator – firefly luciferase modulation, counter-screen for miR-21 project | hit rate 6.9% among 360,000 | AID 588342 | Potency, µM (doses to about 57.5 µM), inactives show top-dose activity change, negative = inhibition, usual class: inhibitors | purified FLuc, Km substrates, luminescence inhibition;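 further: plate controls were vehicle for no effect and reference inhibitor for full effect; nearly all actives have a fitted effect of over 55% in size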
Target sequence (P08659 whole entry, looked up): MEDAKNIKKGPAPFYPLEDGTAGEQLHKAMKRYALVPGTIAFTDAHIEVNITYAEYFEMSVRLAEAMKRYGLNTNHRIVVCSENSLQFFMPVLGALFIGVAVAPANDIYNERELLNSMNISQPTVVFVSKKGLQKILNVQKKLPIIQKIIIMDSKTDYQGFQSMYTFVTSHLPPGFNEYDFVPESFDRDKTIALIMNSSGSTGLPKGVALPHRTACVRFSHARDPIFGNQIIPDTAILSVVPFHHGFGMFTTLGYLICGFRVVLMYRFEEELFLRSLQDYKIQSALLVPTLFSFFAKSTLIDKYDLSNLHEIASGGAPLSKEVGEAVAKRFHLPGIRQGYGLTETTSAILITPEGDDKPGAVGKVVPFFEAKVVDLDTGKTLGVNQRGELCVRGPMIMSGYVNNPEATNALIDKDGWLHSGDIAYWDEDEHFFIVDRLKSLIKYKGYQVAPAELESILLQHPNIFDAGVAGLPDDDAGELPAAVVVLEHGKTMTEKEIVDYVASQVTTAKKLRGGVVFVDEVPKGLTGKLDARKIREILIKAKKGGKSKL
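Biochemical qHTS of compounds, final roughly 60 µM downward over six points, against 10 nM purified firefly luciferase using Km concentrations of substrates (10 uM D-luciferin, 10 uM ATP) in Tris acetate pH 7.5 buffer; luminescence output.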
Rab9 prom act – activates the Rab9 promoter | Huh7 Rab9 promoter-luciferase reporter, luminescence, 24 h | Potency, µM (titrated, usually from 9.22 µM), for the others: at the top dose activation, negative = inhibition, usual class: activators | hit rate 2.8% among 320,000; further: % of control where 0% means no effect; nearly all actives have a fitted effect of over 60% in size
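Huh7 reporter line, Rab9 promoter upstream of luciferase. Compound exposure 24 h at 37 °C in reduced-serum medium with 10% FBS. Read-out: luminescence.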
CXXC DNA block – inhibitors of human MLL CXXC domain-DNA interaction; Q03164; MLL-CXXC / FITC-HOXA9 DNA fluorescence polarization; Potency, µM (series often up to 115 µM), without a hit: at the top dose activity change, negative = inhibition, hits mostly inhibitors; hit rate 0.037% among 290,000; AID 2662; active means well fitted inhibition curve with a large enough effect in the polarisation, with a control signal flat, not every such curve was filed as active; inconclusive means small, poorly fitted or top-dose-only effect, or effect the other way, or a change in a side signal; inactive means no such curve, though single readings can be large or run the other way; the % refers to the polarisation
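Fluorescence polarization: 7 uM MLL-CXXC (stock) preincubated 5 min with compounds, then 50 nM fluorescein-HOX-A9 DNA (stock) added; 30 min ambient. Buffer 50 mM Tris-HCl pH 7.5, 50 mM NaCl, 1 mM DTT, 0.05% BSA.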
RORg inh – blocks mouse ROR gamma transcriptional activity; AID 2551; Drosophila S2 Gal4-RORgamma UAS-luciferase reporter, 20 h; hit rate 5.4% among 310,000; P51450; Potency, µM (series often up to 53.6 µM), for the others: top-dose activity change, negative = inhibition, usual class: inhibitors; further: on the % scale 0 is the no-effect control and ±100 the full control effect; nearly all actives have a fitted effect of over 60% in size
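Drosophila S2 cells stably expressing Gal4-DBD/mouse RORγ fusion under metallothionein promoter plus UAS-luciferase; compound 1 h, then 700 uM CuSO4 induction for 20 h at ambient temperature; inhibition read as reduced luminescence.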
ELG1 genotox – genotoxicity induction in ELG1-luciferase HEK293T cells; HEK293T ELG1-luciferase reporter, luminescence, 16 h; Potency, µM (titrated, usually from 46 µM), inactives show at the top dose activity change, positive = activation, actives largely listed as activators; hit rate 1.3% among 330,000; AID 504466; further: % of control where 0% means no effect; nearly all actives have a fitted effect of over 60% in size
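HEK293T cells expressing luciferase-tagged ELG1 were exposed to compound or DMSO vehicle for 16 hr at 37 °C and 5% CO2. Luciferase activity was then measured with ONE-Glo after 30 min at room temperature.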
uPA surface inh – blocks generation of uPA at the cell surface; cell surface uPA generation assay, qHTS; Potency, µM (highest dose often 38.3 µM), without a hit: at the top dose activity change, negative = inhibition, actives largely listed as inhibitors; hit rate 0.31% among 330,000; AID 540303; active means well fitted inhibition curve with a large enough effect; inconclusive means small, poorly fitted or top-dose-only effect; inactive means no such curve, though single readings can be large or run the other way; tested in mouse RAW 264.7 cells; further: on the % scale 0 is the no-effect control and ±100 the full control effect; nearly all actives have a fitted effect of over 55% in size
VP16 counter – Gal4-VP16 reporter inhibition counter-screen | hit rate 3.5% among 310,000 | Potency, µM (highest dose often 53.6 µM), for inactives: at the top dose activity, negative = inhibition, most hits filed as inhibitors | AID 2546 | Drosophila S2 Gal4-VP16 UAS-luciferase, luminescence, 20 h;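 further: Gal4-VP16 expression switched on by copper sulfate through the metallothionein promoter; on the % scale 0 is the no-effect control and ±100 the full control effect; nearly all actives have a fitted effect of over 50% in size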
p53 reactivation – restores transcriptional activity of mutant p53; H1299 p53-A138V BP100-luciferase reporter, luminescence, 24 h; Potency, µM (series often up to 92.2 µM), inactives show at the highest dose activity change, positive = activation, actives largely listed as activators; hit rate 0.063% among 320,000; AID 504706; further: % of control where 0% means no effect; nearly all actives have a fitted effect of over 45% in size
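H1299 (p53-null), stable ts p53-A138V + BP100-Luc; 1000 cells/well, Opti-MEM/10% FBS; cpd 4 pt, 1:5; 24 h, 37 deg C, 5% CO2; detection reagent 10 min RT; luminescence.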
MBNL1 CUG block – MBNL1-poly(CUG) RNA binding inhibition. TR-FRET MBNL1-His/biotin-(CUG)12 binding, 665/545 ratio. AID 2675. hit rate 0.036% among 280,000. Q9NR56. Potency, µM (series often up to 57.5 µM), inactives show at the top dose activity change, negative = inhibition, actives largely listed as inhibitors; active means well fitted inhibition curve with a large enough effect in the signal ratio, with a control signal flat, not every such curve was filed as active; inconclusive means small, poorly fitted or top-dose-only effect, or effect the other way, or a change in a side signal; inactive means no such curve, though single readings can be large or run the other way; the % refers to the signal ratio; further: on the % scale 0 is the no-effect control and ±100 the full control effect
Target sequence (Q9NR56 whole entry, looked up): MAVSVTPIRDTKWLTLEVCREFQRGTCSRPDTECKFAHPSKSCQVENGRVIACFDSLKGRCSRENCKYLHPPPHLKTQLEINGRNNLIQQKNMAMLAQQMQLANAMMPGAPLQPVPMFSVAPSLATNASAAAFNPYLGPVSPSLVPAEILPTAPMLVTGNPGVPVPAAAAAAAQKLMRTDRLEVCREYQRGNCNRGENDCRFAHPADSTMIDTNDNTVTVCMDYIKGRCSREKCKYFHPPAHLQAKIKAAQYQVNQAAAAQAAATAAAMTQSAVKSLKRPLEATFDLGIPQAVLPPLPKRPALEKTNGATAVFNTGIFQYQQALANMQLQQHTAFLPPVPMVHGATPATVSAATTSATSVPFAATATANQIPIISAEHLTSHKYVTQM
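Inhibition of protein-RNA binding appears as loss of TR-FRET between terbium anti-His antibody on MBNL1-His and streptavidin-XL665 on biotin-(CUG)12. Activity is normalized to buffer-only and uninhibited-complex controls.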
NPC1 prom act – activators of NPC1 promoter | Potency, µM (top dose mostly 9.22 µM), for the others: top-dose activation, actives largely listed as activators | Huh7 NPC1 promoter luciferase reporter, 24 h | hit rate 2.4% among 320,000;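 further: % of control where 0% means no effect; nearly all actives have a fitted effect of over 60% in size; reporter is driven by a mutant NPC1 promoter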
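Huh7 reporter cells (NPC1 promoter driving luciferase) are dosed with compound for 24 h at 37 °C, 5% CO2; luciferase detection reagent is then added and luminescence measured after 10 min at ambient temperature.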
BRCA1 expr act – BRCA1 expression activation; MCF7-BRCA1-FFLuc reporter, luminescence, 48 h; response scale: scaled: vehicle 0%, 10 µM genistein 100%; Potency, µM (titrated, usually from 46.1 µM), inactives show at the highest dose activation, usual class: activators; hit rate 1.1% among 380,000; AID 624202; further: nearly all actives have a fitted effect of over 80% in size; some results filed as inactive show a strong effect at the top dose
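Compounds are tested at multiple concentrations on MCF7 BRCA1-luciferase reporter cells seeded at 2000 per well; after 48 h, a single luminescence end-point is taken and curves fitted to the normalized data.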
* hit, by the source's call; ? = inconclusive; . = no result given; & = joins results of further samples; [ ] = another dose, or the depositor's remark. Unless noted, the call rests on the fitted dose curve; in most records, active means well fitted curve in the direction sought with a large enough effect; inconclusive means small, poorly fitted or top-dose-only effect, or another doubt; inactive means no such curve, though single readings can be large; an effect the other way counts as inactive or inconclusive. Potency means the concentration at half of the fitted maximal effect. The list is partial; the hit share may differ from the screen's.

SMILES	FLuc modulator	Rab9 prom act	CXXC DNA block	RORg inh	ELG1 genotox	uPA surface inh	VP16 counter	p53 reactivation	MBNL1 CUG block	NPC1 prom act	BRCA1 expr act
C/C(=N\N=C\c1ccccc1F)c1nnn(-c2nonc2N)c1C	?	?	?	-13%	?	7%	30%	?	11%	?	67%
CNC(=S)NNC(=O)c1noc(C)c1C(=O)N1CCN(C(c2ccccc2)c2ccccc2)CC1	-12%	-3%	-2%	-43%	-3%	-2%	9%	-1%	1%	-3%	-3%
COc1cc(/C=C2/C(=N)N3N=C(CC(=O)N4CCOCC4)SC3=NC2=O)ccc1OCc1ccccc1	2%	-13%	6%	-1%	18%	23%	5%	?	-1%	-1%	-10%
O=C(N/N=C/c1cc(Br)c(Br)o1)c1ccc2c(c1)OCCO2	12µM*	2.5µM*	10%	7%	5%	-2%	-3%	10%	.	?	21%
COc1c(C)cccc1C(=O)NC(=S)Nc1cccc2nsnc12	-17%	19%	-15%	6%	?	-5%	-15%	5%	285%[activator]	12%	21%
CCOc1ccc(NC(=O)CN(C)C(=O)CCCc2c[nH]c3ccccc23)cc1OCC	2%	-1%	.	.	-1%	0%	.	1%	.	9%	-5%
CCN(CC)S(=O)(=O)c1ccc(N2CCOCC2)c(NC(=O)C(=O)c2c(-c3ccccc3)cc3ccccn23)c1	0%	8%	-3%	-26%	-10%	6%	-17%	-5%	9%	1%	1%[1.84 µM]
COc1ccc(CC(C)N2CCN(Cc3ccccc3)CC2)c(OC)c1 (stereo not given)	3%	-1%	7%	-30%	-1%	.	-14%	9%	-9%	-2%	-29%
CCC(CO)n1c(SCc2cc([N+](=O)[O-])cc3c2OCOC3)nc2ccccc2c1=O (stereo not given)	-1%	2%	0%	-10%	-1%	2%	-2%	-9%	.	-2%	-20%
N#C/C(=C\c1sc(N2CCOCC2)nc1-c1ccccc1)C(=O)Nc1cccc2ccccc12	3%	-11%	7%	-3%	4%	.	-8%	-3%	8%	-5%	.

Single records, from the list above.
CCN(CC)S(=O)(=O)c1ccc(N2CCOCC2)c(NC(=O)C(=O)c2c(-c3ccccc3)cc3ccccn23)c1 is entered as FLuc modulator: 0%; Rab9 prom act: 8%; CXXC DNA block: -3%; RORg inh: -26%; ELG1 genotox: -10%; uPA surface inh: 6%; VP16 counter: -17%; p53 reactivation: -5%; MBNL1 CUG block: 9%; NPC1 prom act: 1%; BRCA1 expr act: 1%[1.84 µM]
CCC(CO)n1c(SCc2cc([N+](=O)[O-])cc3c2OCOC3)nc2ccccc2c1=O (stereo not given) is entered as FLuc modulator: -1%; Rab9 prom act: 2%; CXXC DNA block: 0%; RORg inh: -10%; ELG1 genotox: -1%; uPA surface inh: 2%; VP16 counter: -2%; p53 reactivation: -9%; MBNL1 CUG block: .; NPC1 prom act: -2%; BRCA1 expr act: -20%

Carrying on.
SMILES	FLuc modulator	Rab9 prom act	CXXC DNA block	RORg inh	ELG1 genotox	uPA surface inh	VP16 counter	p53 reactivation	MBNL1 CUG block	NPC1 prom act	BRCA1 expr act
CC(=O)Nc1ccc(/C=C/C(=O)c2ccc3c(c2)OCCO3)cc1	6.7µM*	8%	-2%	?	17%	-3%	-17%	?	-1%	-1%	31%
COc1ccc(NC(=O)C2C3C=CC(C3)C2C(=O)O)cc1 (stereo not given)	-2%	0%	-3%	1%	-2%	2%	-1%	0%	-6%	1%	8%
O=c1c2c(nc3nc(Cc4ccccc4)[nH]n13)CCC2	6%	-4%	-1%	17%	-1%	0%	21%	8%	-6%	0%	11%
O=C(O)Cc1sc(Nc2cccc3ccccc23)nc1-c1ccc(Cl)cc1	-4%	-8%	5%	15%	2%	8%	13%	4%	20%	-5%	-57%
COc1ccccc1NC(=O)N1CCN(C(=O)c2ccco2)CC1	4%	0%	7%	-1%	4%	1%	1%	-22%	2%	5%	-5%
COc1ccc(-c2cc(C(=O)NCCN3CCOCC3)no2)cc1OC	-1%	1%	2%	1%	-4%	5%	5%	-3%	-6%	-34%[inhibitor]	-1%
CN1c2cccc3cccc(c23)N(C)C1(C)C	0%	10%	8%	-30%	-2%	5%	3%	-5%	11%	1%	-10%
Cc1ccc(C(=O)N/C(=C/c2cccs2)C(=O)N2CCCCC2)cc1	?	-1%	7%	9%	5%	-2%	-24%	3%	-1%	-4%	24%
CC(NC(=O)Cc1ccccc1)c1nc2ccccc2[nH]1 (stereo not given)	-5%	0%	0%	43%	-8%	12%	-8%	?	-6%	0%	-9%
Cc1nnc(NC(=O)CCCN2C(=O)c3ccccc3C2=O)s1	0%	-1%	-2%	-1%	2%	12%	-4%	-2%	0%	-1%	10%

Two compounds picked at random from the list so far:
SMILES	FLuc modulator	Rab9 prom act	CXXC DNA block	RORg inh	ELG1 genotox	uPA surface inh	VP16 counter	p53 reactivation	MBNL1 CUG block	NPC1 prom act	BRCA1 expr act
CCOc1ccc(NC(=O)CN(C)C(=O)CCCc2c[nH]c3ccccc23)cc1OCC	2%	-1%	.	.	-1%	0%	.	1%	.	9%	-5%
CC(NC(=O)Cc1ccccc1)c1nc2ccccc2[nH]1 (stereo not given)	-5%	0%	0%	43%	-8%	12%	-8%	?	-6%	0%	-9%

Next part.
SMILES	FLuc modulator	Rab9 prom act	CXXC DNA block	RORg inh	ELG1 genotox	uPA surface inh	VP16 counter	p53 reactivation	MBNL1 CUG block	NPC1 prom act	BRCA1 expr act
COc1ccccc1CCNC(=O)CCn1c(=O)c2cccn2c2ccc(F)cc21	-1%&1%	-5%	0%	?	-2%	12%	0%	-1%	-5%	-2%	2%
CC1(C)CC(=O)C(Sc2ccccc2)=C(O)C1	3%	-2%	5%	2%	-4%	2%	1%	-1%	2%	-1%	-1%
Cc1ccc(C(=O)N2CCN(c3ccccc3)CC2)cc1S(=O)(=O)N1CCOCC1	0%	-4%	3%	33%	-5%	1%	-2%	2%	1%	-3%	-1%
Cc1cc(C(=O)NCC(=O)OCC(=O)N(C)C2CCCCC2)ccc1[N+](=O)[O-]	5%	-7%	5%	?	0%	-4%	-17%	-7%	?	-2%	1%
O=C(CCl)NCc1c(Cl)cccc1-n1cccc1	-4%	-10%	-12%	-22%	-9%	.	17%	-11%	1%	-2%	-15%
COc1ccccc1CNC(=O)C1CCN(c2ncnc3c2nc2n3CCCCC2)CC1	1%&-2%	2%	66%[activator]	?	-3%	-2%	-26%	-1%	-3%	-2%	29%
CC(=O)NS(=O)(=O)c1ccc(NC(=S)NC(=O)COc2ccccc2C)cc1	?	0%	5%	22%	2%	0%	-2%	-12%	-1%	0%	-82%[inhibitor]
CNC(=O)CS(=O)(=O)CC(=O)Nc1cc(OCCOC)c(Cl)cc1Cl	0%	2%	2%	14%	-1%	-4%	-16%	-2%	-2%	-2%	-2%
O=c1[nH]c(SCc2n[nH]c(=S)n2-c2ccccc2)nc2ccccc12	3%[2.3 µM]	1%	3%	-34%	0%	1%	7%	3%	0%	-4%	-11%
CC(=O)Nc1sc2c(c1CN1CCN(C)CC1)CCCC2	2%	2%	3%	5%	0%	1%	-14%	7%	-7%	1%	14%
CCn1cc(S(=O)(=O)NC2CCCCC2)cn1	0%	-2%	23%	-24%	18%	1%	-6%	4%	?	-1%	24%
Cc1csc(SCC(=O)NCc2ccc3c(c2)OCO3)n1	7%	-5%	42%[activator]	8%	-1%	7%	2%	0%	-5%	3%	4%
O=C(Cc1c(C(=O)O)[nH]c2ccccc12)NC1CCCC1	2%	15%	24%	28%	-3%	4%	-13%	-3%	-5%	-1%	-2%
O=C(Nc1sc2c(c1C(=O)O)CCC2)c1ccccc1F	27µM*	21%	?	20%	3%	?	-5%	0%	-4%	7%	26%
Cc1ccccc1Nc1c(C)c(C)nc2ncnn12	-7%	-18%	8%	?	-3%	-6%	-3%	14%	-4%	-2%	-18%
CCOc1cccc(OCCn2cnc3ccccc3c2=O)c1	-5%	?	-2%	44%	?	1%	13%	26%	.	30%	8%
CC1(C)NC(=O)N(CCOc2cccc(Cl)c2Cl)C1=O	-4%	2%	-2%	25%	0%	.	-1%	-10%	3%	-6%	-2%
CC1CCC(NC(=O)CC(NC(N)=O)c2ccccc2Cl)CC1 (stereo not given)	-3%	11%	40%[activator]	34%	1%	-1%	0%	14%	-3%	14%	36%
O=S(=O)(Cc1ccccc1)N1CCN(C/C=C/c2ccccc2)CC1	1%	1%	17%	20%	-3%	.	-9%	0%	-1%	-2%	-36%
O=C(NNC(=O)c1ccccc1-n1cccc1)c1ccc(Cl)nc1	2%	-1%	.	.	3%	-1%	.	4%	.	-4%	-17%
N#C/C(=C/c1ccc(-c2ccccc2[N+](=O)[O-])o1)C(N)=O	4%	0%	-9%	8%	3%	16%	-6%	2%	?	-6%	-23%
